# TAAR1 agonist: human TAAR1 agonism; Q96RJ0; CHO RD-HGA16 TAAR1, Fluo-8 calcium fluorescence; vehicle wells 0%, saturating PEA agonist 100%; activation, % at 3 µM; hit rate 0.99% among 360,000;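 active = activation above the mean activation of all test compounds in the run plus 3 SD, cut at about 38% in these data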
# Target sequence (Q96RJ0 whole entry, looked up): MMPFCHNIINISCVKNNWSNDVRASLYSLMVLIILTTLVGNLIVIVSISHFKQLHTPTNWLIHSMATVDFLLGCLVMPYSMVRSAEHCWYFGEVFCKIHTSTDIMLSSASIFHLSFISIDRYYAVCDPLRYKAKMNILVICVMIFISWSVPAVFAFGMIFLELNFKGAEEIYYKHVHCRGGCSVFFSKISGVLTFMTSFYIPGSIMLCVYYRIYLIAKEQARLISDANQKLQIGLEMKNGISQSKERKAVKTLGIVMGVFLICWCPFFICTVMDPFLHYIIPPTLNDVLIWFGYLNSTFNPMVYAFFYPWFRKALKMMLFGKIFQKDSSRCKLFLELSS
#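 test system = CHO RD-HGA16 cells carrying human TAAR1 plus Gα16 | schedule = 17-24 h seeding, 75 min 37 °C dye, 30 min RT | compound dosing = 3 µM single concentration | control set = DMSO and PEA EC100 | replicates = n 1 | signal = Fluo-8 fluorescence, 5 s baseline then 140 s kinetic read | measure = percent activation vs PEA EC100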
# TAAR1 antag: human TAAR1 antagonism; CHO RD-HGA16 TAAR1, Fluo-8 calcium fluorescence, antagonist; Q96RJ0; AID 624466; inhibition, % at 3 µM; hit rate 1.5% among 360,000;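 active = inhibition above a per-plate cutoff, the mean inhibition of test compounds on that plate plus 3 SD, cut at about 49% in these data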;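 note: 0% = DMSO plus EC80 beta-PEA response and 100% = DMSO alone without agonist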
#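 System: RD-HGA16 CHO cells with stable hTAAR1 and Gα16 | Probe or stimulus: EC80 β-phenethylamine stimulus | Dosing: 3 µM, single point | Times: Dye loading 75 min at 37 °C, then 30 min room temperature | Measured by: Fluo-8 calcium-sensitive fluorescence | Read-out basis: % inhibition of agonist calcium response | Replicates: n of 1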
# M1 ag: agonists of human M1 muscarinic receptor; CHO-K1 hM1, Fluo-8 calcium fluorescence, agonist mode; 0% DMSO, 100% acetylcholine EC100; activation, % at 3 µM; hit rate 0.33% among 360,000; AID 588814;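 active = activation above the run's mean compound activation plus 3 SD, cut at about 16% in these data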;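 note: peak over basal fluorescence ratio within a 140 s kinetic read after compound addition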
# Target sequence (P11229 whole entry, looked up): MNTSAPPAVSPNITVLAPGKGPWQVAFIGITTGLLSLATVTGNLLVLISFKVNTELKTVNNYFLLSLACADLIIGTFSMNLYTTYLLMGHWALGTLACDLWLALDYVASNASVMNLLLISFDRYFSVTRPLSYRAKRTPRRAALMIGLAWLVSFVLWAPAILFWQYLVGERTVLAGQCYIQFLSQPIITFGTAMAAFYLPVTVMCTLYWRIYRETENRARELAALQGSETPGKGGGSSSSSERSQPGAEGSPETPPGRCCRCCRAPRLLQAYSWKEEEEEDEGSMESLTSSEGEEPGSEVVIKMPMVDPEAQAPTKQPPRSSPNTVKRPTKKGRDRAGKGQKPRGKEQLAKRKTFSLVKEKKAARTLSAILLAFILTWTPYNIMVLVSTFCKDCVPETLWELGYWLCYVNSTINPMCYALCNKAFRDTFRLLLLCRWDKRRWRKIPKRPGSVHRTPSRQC
# M1 PAM: positive allosteric modulators of human M1 muscarinic receptor | P11229 | CHO-K1 hM1, Fluo-8 calcium fluorescence, ACh EC20; 0% = ACh EC20, 100% = maximal ACh | activation, % at 3 µM | hit rate 0.088% among 360,000; in the data active = activation above about 19%, passing the limit was not always enough
# M1 antag: blocks human M1 muscarinic receptor. P11229. CHO-K1 hM1, Fluo-8 calcium fluorescence, ACh EC80 antagonist. inhibition, % at 3 µM. hit rate 1.3% among 360,000. AID 588852;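 active = percent inhibition above its own plate's cutoff, namely the mean of that plate's compound wells plus 3 SD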;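 note: peak over basal fluorescence ratio during 140 s after agonist addition; 0% = ACh EC80 plus DMSO and 100% = DMSO alone without agonist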
# CHO-K1 Ca antag: M1 antagonist counterscreen hit in parental CHO-K1 cells; inhibition, % at 3 µM; AID 602250; ATP-induced calcium, Fluo-8 fluorescence; hit rate 0.6% among 360,000;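 active = inhibition above a per-plate cutoff, the plate's mean sample inhibition plus 3 SD, cut at about 24% in these data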;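 note: 0% = DMSO plus EC80 ATP and 100% = DMSO alone without ATP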
# CHO parental Ca: counter-screen for OX1R antagonists: effect in parental CHO cells. parental CHO-K1, ATP-induced calcium, Fluo-8 fluorescence. inhibition, % at 5.6 µM. hit rate 0.63% among 330,000. AID 463079;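 active = inhibition above that plate's mean sample inhibition plus 3 SD, cut at about 26% in these data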;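 note: 0% = ATP-challenged DMSO wells and 100% = DMSO wells without ATP; some compounds past the cut are filed as inactive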
#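 Material: parental CHO cells / Compound: single nominal dose of 5.6 µM per compound / Signal: Fluo-8 fluorescence / Replicates: singlicate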
# M1 PAM parental: M1 PAM counterscreen hit in parental CHO-K1 cells. ATP EC20, Fluo-8 calcium fluorescence; 0% at ATP EC20, 100% at ATP max. hit rate 0.02% among 360,000. activation, % at 3 µM;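 active = activation above the run cutoff, the mean activation of all test compounds plus 3 SD, cut at about 40% in these data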;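 note: peak over basal fluorescence ratio in a 140 s read after ATP addition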
# M1 ag parental: M1 agonist counterscreen hit in parental CHO-K1 cells | Fluo-8 calcium fluorescence; scaled to maximal ATP response, vehicle zero | activation, % at 3 µM | hit rate 0.48% among 360,000; in the data active = activation above about 15%;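 note: untransfected CHO-K1 host cells lacking M1 receptor as counterscreen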
# * marks the source's active call; other numbers are inactive results; / = not tested or not shown. Hits appear at their usual frequency; about 4.4% have a hit in one of these screens.
SMILES,TAAR1 agonist,TAAR1 antag,M1 ag,M1 PAM,M1 antag,CHO-K1 Ca antag,CHO parental Ca,M1 PAM parental,M1 ag parental
CC(=O)Nc1ccc(S(=O)(=O)NCCc2csc(-c3cccnc3)n2)cc1,1,-34,-4,5,-3,-3,-8,-2,0.6
Cc1ccc2nc3n(c(=O)c2c1)CCC3,13,-28,-10,2,-21,-5,-1,2,0.2
CCOc1ccccc1NC(=O)C(Sc1nnnn1C)c1ccccc1 (stereo not given),8,15,-5,3,-9,-8,-19,0,-0.2
COc1ccc(Cc2nc3ccc(C(=O)NCCc4ncccc4C)cc3o2)cc1OC,10,14,-3,-6,-5,-7,/,16,3.8
COc1ccc(C(CCN2CCOCC2)c2c(O)cc(OC)cc2OC)cc1 (stereo not given),4,11,-3,5,-10,-18,-12,16,0.4
COc1ccc(NC(=O)C2CCN(C(=O)Cc3ccccc3)CC2)c(OC)c1,6,-14,-5,4,0,-5,12,10,0.0
CCSc1nnc(NC(=O)c2ccccn2)s1,7,-3,3,11,-32,4,4,6,3.4
CCOCCCNC(=O)c1cn(C)c2ccc(S(=O)(=O)N3CCCC3)cc2c1=O,0,5,-2,3,-5,-15,-7,16,0.3
CC(=O)Nc1ccc(C(=O)OCCCOC(=O)c2ccc(NC(C)=O)cc2)cc1,4,18,-2,6,-11,2,-10,14,2.6
O=C(O)C1CC=CCC1C(=O)N1CCCC1 (stereo not given),-1,4,-1,7,-5,-2,-10,10,1.2
O=C(Nc1ccccc1)Nc1ccc(C(=O)N2CCCC2)cc1,17,-15,-3,-1,0,-7,-13,9,-0.4
CCNc1nc(C)nc2c1cnn2C,3,5,-2,2,-8,-15,/,26,1.8
O=C(NCC1CCCO1)C(c1ccc(N2CCOCC2)cc1)N(C(=O)Cn1nnc2ccccc21)c1ccccc1F (stereo not given),0,-6,-4,6,-3,-1,-23,3,0.0
O=C(NCCN1CCOCC1)C1CCN(c2ncnc3c2sc2cccc(F)c23)CC1,1,5,-4,-3,0,14,2,7,1.2
C[C@@H]1CC=C[C@H]2[C@H]1C(=O)N(Cc1ccccc1)[C@H]2c1cccc([N+](=O)[O-])c1,16,32,-7,-6,7,-25,-27,16,-0.8
CCOC(=O)c1cc2cc(CC(=O)c3ccc(OCC)cc3O)ccc2o1,10,18,-3,-2,-1,-7,-7,16,0.3
COc1ccc(N2CCN(C(=O)c3ccc4nc(N5CCCCC5)sc4c3)CC2)cc1,-1,5,-2,3,-7,-9,-21,14,0.3
N#Cc1cnn(Cc2ccccc2)c1/N=C/N1CCOCC1,24,0,-4,0,0,0,-10,16,0.9
COc1ccc(S(=O)(=O)N(C)CC(=O)NCCc2ccccc2)cc1OC,6,3,-7,0,3,-12,-8,16,1.3
O=C(C1CCCN(C2CC(=O)N(c3ccc(Cl)cc3)C2=O)C1)N1CCCC1 (stereo not given),2,-19,-2,11,-15,-7,/,16,1.6
Brc1cccc(CNn2cnnc2)c1,0,26,-1,1,8,-3,12,-1,0.5
CC(C)N(C(=O)CSc1nnc(CSc2ncccn2)n1C)C(C)C,4,-17,-4,14,-10,-16,-11,24,1.7
COc1ccc(C(=O)Nc2nnc(CC(=O)N/N=C/c3ccc(O)cc3O)s2)cc1,18,0,-1,11,-3,-7,-4,9,0.2
O=C1c2cc(S(=O)(=O)N(CCO)CCO)ccc2-c2ccc(S(=O)(=O)N(CCO)CCO)cc21,2,-25,0,9,-14,3,3,18,16*
COc1ccc2c(c1)CC/C2=N\NC(=O)c1ccccc1,2,-17,-6,-1,1,-11,-3,25,1.7
Cc1cc(C)c2[nH]c(=O)c(CN(CC3CCCO3)C(=O)c3cnccn3)cc2c1 (stereo not given),1,17,-4,-1,4,-6,-21,8,1.2
COc1cc(C)ccc1OCCCCOc1ccccc1C(C)=O,2,8,-3,-12,13,20,8,9,8.5
Cc1ccc(C(=O)Nc2ccc(C(F)(F)F)n(C)c2=O)cc1,1,-16,-3,10,-9,-8,-12,18,0.3
O=C(CSc1n[nH]c(=O)n1C1CC1)c1ccc2c(c1)OCCO2,3,-34,-7,9,-15,-3,-2,12,1.5
Cc1cc(C(=O)NC2CCCN(Cc3ccc(Cl)cc3)C2)c(C)o1 (stereo not given),1,-20,5,1,12,-7,-38,18,0.4
CCCCn1nnnc1C1(C)CCC(=O)N1Cc1ccc(F)cc1 (stereo not given),1,-19,/,/,/,-18,/,24,0.7
CC[C@H](C)[C@H]1CNC(=S)N1CC1CCN(CCC(C)(C)C)CC1,1,-9,-8,4,-4,-11,/,2,0.3
CCN(c1ccccc1)S(=O)(=O)c1ccc(NC(=S)NC(=O)c2ccc(Br)o2)cc1,8,64*,-2,1,-1,-1,0,3,0.1
CCOc1nc(CC)nc(NC(=O)NS(=O)(=O)c2ccccc2Cl)n1,8,-21,-3,4,-6,3,-10,5,-0.3
COC(=O)C1=C(C)NC(C)=C(C(=O)OCC2CCCO2)C1c1cccc(Br)c1 (stereo not given),0,14,-5,-3,3,-4,-16,-1,0.1
CC(C)(C)c1ccc(COC(=O)CN2C(=O)NC3(CCCC3)C2=O)cc1,-1,-4,-6,-3,-1,-17,-33,9,3.8
CN(c1ccccc1)S(=O)(=O)c1cccc(NC(=O)CCNC(=O)c2ccc(Cl)cc2)c1,4,37,-4,-5,4,-18,-18,7,3.6
Cc1ccccc1NC(=O)CSc1nc2n(n1)CCCCC2,7,4,-6,11,-1,-2,-11,18,0.8
CCOc1ccc(NC(=O)CS(=O)(=O)c2cn(C)c3ccccc23)cc1,-1,-19,-8,8,-12,-10,-9,28,1.1
O=C(COc1ccc(S(=O)(=O)NC2CCCCC2)cc1)Nc1ccc2c(c1)OCCO2,1,-26,0,1,-8,-3,-6,2,0.4
CCN1C(=O)[C@H]2[C@@H](c3ccc(-c4ccccc4)cc3)N[C@@](C)(C(=O)OC)[C@H]2C1=O,3,5,-3,15,-9,-10,-3,19,0.4
CC(C)/C(=N\NC(=O)Nc1ccccc1)c1ccccc1,13,3,-1,3,-4,-29,-15,5,0.1
O=C(NC1CCC(=O)N(CCOc2ccccc2)CC1)OCc1ccccc1 (stereo not given),10,3,-5,-1,-1,4,-14,8,0.4
O=C1OC(NC(=O)c2ccccc2)C(N2CCOCC2)=C1Cl (stereo not given),9,6,-5,4,-7,-7,-1,20,0.5
Cc1ccc(S(=O)(=O)N(C)C)cc1NC(=O)COc1cccc(-n2cnnn2)c1,5,30,-2,5,-2,6,-13,0,0.3
Cc1c(C(=O)Nc2ccc(Cl)cc2)c2ccccn2c1C(=O)c1ccccc1,-1,3,-3,6,-3,-8,-19,11,-0.5
CC(=O)c1c(C)[nH]c(C(=O)NCCN2CCC(C)CC2)c1C,7,15,-4,9,-33,-9,-4,19,0.4
CCN(CC)c1ccc(C(=O)N/N=C/c2ccc(OC)cc2OC)cc1,0,44,-5,2,-2,-5,-31,13,-0.4
COC(=O)CCCC1=CC2=C(c3ccccc3)C(=O)C(C)(OC(=O)C3CCCC3)C(=O)C2=CN1CC(C)C (stereo not given),8,-3,-10,-1,0,-3,-11,-8,0.0
Cc1c(Cl)cccc1NC(=O)CNC(=O)C1CCN(C(=O)Nc2ccccc2)CC1,5,-1,-3,3,-1,-11,-17,7,0.3
# Carrying on:
SMILES,TAAR1 agonist,TAAR1 antag,M1 ag,M1 PAM,M1 antag,CHO-K1 Ca antag,CHO parental Ca,M1 PAM parental,M1 ag parental
CC(C)=C1C(=O)NN(c2ccc(F)c(Cl)c2)C1=O,2,19,-3,-1,4,1,-10,-5,0.1
Cc1cc(C(=O)c2ccc(Cl)cc2)c(NC(=O)CCl)s1,-1,-30,-11,-3,4,-9,-9,22,6.0
Cc1ccc(NC(=O)c2ccc(F)cc2F)cc1NS(C)(=O)=O,2,-17,-1,9,3,3,3,-13,0.4
O=C(Nc1nnc(C2COc3ccccc3O2)o1)c1ccc(F)cc1 (stereo not given),3,-18,-9,9,-3,-7,-8,23,0.5
CC(Sc1ccc(Cl)cc1)C(=O)NNC(=O)c1csc(N2CCOCC2)n1 (stereo not given),4,2,-1,7,0,-8,-27,-16,1.6
Cc1cc(N2CCN(Cc3nc(-c4ccc(Cl)cc4)oc3C)CC2)cc(C)n1,-3,2,-7,7,-2,-10,-15,0,0.3
COCCC(=O)NC12CC3CC(CC(C3)C1)C2,14,1,-5,-2,-4,0,3,-2,0.5
CCCN(CC(=O)Nc1ccccc1C)C(=O)c1cc(=O)[nH]c2ccccc12,0,-6,-1,14,-13,-10,-3,9,-0.1
COc1ccc(C(=O)NC(=S)NNC(=O)c2ccc(O)cc2)cc1[N+](=O)[O-],-4,-4,-7,1,2,-5,-1,13,-0.9
COc1ccccc1C#Cc1cnc2c(c1)C(=O)N([C@H](C)CO)C[C@@H](C)[C@@H](CN(C)C(=O)c1ccc3c(c1)OCO3)O2,0,-15,-3,-1,-2,-2,/,7,0.4

# As a short view, some entries already given.
SMILES,TAAR1 agonist,TAAR1 antag,M1 ag,M1 PAM,M1 antag,CHO-K1 Ca antag,CHO parental Ca,M1 PAM parental,M1 ag parental
CC(C)=C1C(=O)NN(c2ccc(F)c(Cl)c2)C1=O,2,19,-3,-1,4,1,-10,-5,0.1
Cc1cc(C(=O)c2ccc(Cl)cc2)c(NC(=O)CCl)s1,-1,-30,-11,-3,4,-9,-9,22,6.0
Cc1ccc(NC(=O)c2ccc(F)cc2F)cc1NS(C)(=O)=O,2,-17,-1,9,3,3,3,-13,0.4
O=C(Nc1nnc(C2COc3ccccc3O2)o1)c1ccc(F)cc1 (stereo not given),3,-18,-9,9,-3,-7,-8,23,0.5
CC(Sc1ccc(Cl)cc1)C(=O)NNC(=O)c1csc(N2CCOCC2)n1 (stereo not given),4,2,-1,7,0,-8,-27,-16,1.6

# (list continues)
SMILES,TAAR1 agonist,TAAR1 antag,M1 ag,M1 PAM,M1 antag,CHO-K1 Ca antag,CHO parental Ca,M1 PAM parental,M1 ag parental
CC(=O)c1ccc(N2CCN(C(=O)CCS(=O)(=O)c3ccc(C)cc3)CC2)cc1,10,-10,-3,4,-10,-2,0,0,1.9
CN1CCCN(S(=O)(=O)c2ccc(Cl)c(Cl)c2)CC1,10,-14,-6,3,-5,-8,/,8,0.2
Cc1cc(=O)oc2c(C)c(OC(C)C(=O)NCCN3CCOCC3)ccc12 (stereo not given),4,-9,-3,4,-7,-19,-11,16,2.1
CCOc1ccc(C(=O)NCC(=O)N2CCc3ccccc3C2)cc1OCC,-2,12,-5,7,-8,-14,-8,15,-0.2
C/C=C1\COC(C(=O)NCc2ccccc2)(C(F)(F)F)C=C1C=C1CCCCC1 (stereo not given),10,16,-4,-1,-1,-2,6,-1,-0.4
CC(CC(=O)Nc1nnc(C(C)(C)C)s1)c1ccccc1 (stereo not given),9,4,6,15,-8,23,-8,-11,-0.1
O=C(CSc1nc(O)c(Cc2ccccc2)c(=O)[nH]1)Nc1ccccc1,8,-4,-3,-3,5,0,-4,9,0.4

# From PubChem
